Cneo AK release – Cryptococcus neoformans cell lysis inducers, primary screen, AK release luminescence, single concentration. C. neoformans lysis, adenylate kinase release luminescence, 4 h; normalised: neutral wells 0, clomiphene wells 100. lysis activity, % at 15 µM. 0.2% of 360,000 active. AID 651654, 2012;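 active = mean lysis activity across replicates of at least 80%, whatever share of replicates individually reach that level; inactive = mean lysis activity below 80%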
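Material: C. neoformans cells | Amount: Yeast cell density of 5 × 10^6 cells/mL | Medium: Fresh YPD growth medium | Dosing: Single dose | Times: Static 4 h at 37 °C with compound, 1 h detection | Detection: AK luminescence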
C2C12 statin – suppressors of statin myotoxicity in C2C12 myotubes, primary screen, cell-based, single point, plate reader; C2C12 myotubes + simvastatin, ATP luminescence, 48 h; scaled: DMSO 0, geranylgeraniol control 100; AID 602340, 2012; rescue of ATP level, % at 7.49 µM; 0.78% of 330,000 active;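 active = mean ATP rescue above about 67%, or every replicate alone reaching that limit, limit read from the data, passing the limit was not always enough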;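 also: myotubes were challenged with 10 µM simvastatin during compound exposure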
PGC1a acetyl inh – inhibitors of PGC1a acetylation signal, primary screen, cell-based, U2OS, AlphaScreen, inhibitor mode; AlphaScreen anti-acetyl-lysine; with virally co-expressed GCN5 acetyltransferase; inhibition, % at 15.6 µM; 0.17% of 350,000 active;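 active = every replicate shows inhibition of at least 40%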;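 also: 0% = neutral control wells and 100% = positive control wells; some results beyond the cut were filed as inactive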
FN deposition inh – inhibitors of fibronectin matrix deposition, primary screen, AH1F cells, Alexa488-fibronectin fluorescence, plate reader; inhibition, % at 12.6 µM; AH1F fibroblasts, overnight; AID 743247, 2014; 0.086% of 350,000 active;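 active = mean inhibition across replicates of 30% or more, regardless of how many single replicates reach that level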;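 also: positive control wells lacked labelled fibronectin entirely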
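Assay system: AH1F fibroblasts assembling fluorescent fibronectin matrix; Amount: 10000 AH1F cells per well; Buffer or medium: DMEM, 2% serum; Probe or stimulus: Alexa488-fibronectin, 24 nM final in well; Doses: single compound dose, delivered by pin transfer; Incubation: 1 h adhesion, overnight exposure; Measured by: fluorescence 485/525 nm; Read-out: fibronectin deposition inhibition.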
miR122 inh – miR-122 Renilla sensor signal increase in Huh7, primary screen, miR-122 inhibitor project, cell-based, single point, plate reader; Huh7 miR-122 Renilla luciferase sensor, 48 h; neutral wells = 0, positive control = 100; activation (reporter increase), % at 12.5 µM; 0.3% of 340,000 active; AID 602342, 2012;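 active = mean replicate activation score at least 90 and every replicate individually at or above 90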;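 also: higher luciferase means less miR-122 activity so hits act as miR-122 inhibitors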
CFTR F508del cor – F508del CFTR correction, initial screen, CFBE line, single point; CFBE cells, YFP halide quenching; stimulated with forskolin plus potentiator P3; % fluorescence drop versus neutral controls; activity (quench increase), % at 7.58 µM; 0.36% of 350,000 active; AID 720511, 2013;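 active = mean added fluorescence quench of at least 8% versus neutral control, with both replicates also reaching 8%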;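 also: cells transiently co-express mutant CFTR-F508del with the halide-sensitive YFP; corrector assay measuring rescue of mutant channel to the surface after 24 h compound exposure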
INS-1E GSIS act – GLuc luminescence reporter in INS-1E cells, primary screen for activators of glucose-dependent secretion of insulin. INS-1E GLuc reporter insulin secretion, 2-3 h. activation, % at 16.6 µM. 0.61% of 370,000 active. AID 743287, 2014;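 active = lowest replicate activation of at least 40%, so every replicate reaches that level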;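 also: 0% = median of neutral control wells and 100% = median of IBMX positive control wells; some compounds called inactive have numbers as strong as hits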
PglD DTNB – C. jejuni PglD acetyltransferase inhibitors, primary screen, biochemical, DTNB colorimetric, single point; inhibition, % at 12.5 µM; 0.098% of 360,000 active; purified PglD enzyme, DTNB colorimetric CoA detection; UDP-N-acetylbacillosamine N-acetyltransferase PglD (Campylobacter jejuni); in the data active = inhibition above about 16%, passing the limit was not always enough; also: strong numbers were not always called active
Starred values were filed as active, the others as inactive; / = not tested or not shown; & = joins results of further samples; [ ] = another dose, or the depositor's remark.

Values run as follows: miR122 inh	Cneo AK release	CFTR F508del cor	PglD DTNB	PGC1a acetyl inh	INS-1E GSIS act	C2C12 statin	FN deposition inh
> CCOC1=C2CN(S(=O)(=O)c3ccc(C)cc3)[C@H](c3ccccc3)C[C@@H]2N(S(=O)(=O)c2ccc(C)cc2)[C@H](c2cccc(C)c2)C1
→ -4	2	-0.2	0	-8	29	-18	1
> CCNC(=O)C[C@@H]1CC[C@@H]2[C@@H](COc3ccc(NC(=O)Nc4ccc(C)cc4)cc3C(=O)N2C)O1
→ -3[16.7 µM]	-4	1.7	-1	-8	-1	14	-4
> O=C(Nc1nccs1)C1CCN(S(=O)(=O)c2cccnc2)CC1
→ -12	-1	1.4	5	5	6	-6	0
> COC(=O)c1ccc(-c2nc3cc(N)ccc3o2)cc1
→ 1	-13	/	4	-2	12	4	/
> COc1ccc(NC(=O)CCCCCN2C(=O)CCC2=O)cc1Cl
→ -2	-2	/	3	2	/	7	/
> Cc1cc(C)nc(-n2ncc3c2CC(c2cccc(Cl)c2)CC3=O)n1 (stereo unspecified)
→ 11	1	1.1	-2	0	/	2	-8
> O=C(OCC(=O)N1CCN(C(=O)c2ccco2)CC1)c1sc2cc(F)ccc2c1Cl
→ -3	-1	/	/	-4	/	-2	-2
> COCC(=O)N(C)C[C@@H]1Oc2cc(C#CC3CC3)ccc2S(=O)(=O)N([C@@H](C)CO)C[C@@H]1C
→ -1[16.7 µM]	2	-0.7	2	-8	6	12	-9
> CCOC(=O)c1ccccc1NC(=O)c1ccc2nc[nH]c2c1
→ -19	-1	0.8	/	7	8	0	7
> CCOc1cc(N2CCOCC2)c(OCC)cc1NC(=O)Cn1cnnn1
→ /	2	-1.7	2	/	-11	7	-17
> C[C@H](CO)N1C[C@H](C)[C@@H](CN(C)C(=O)NC2CCCCC2)Oc2c(NC(=O)c3ccc(-c4nccs4)cc3)cccc2C1=O
→ 2[16.7 µM]	3	-3.5	-5	-3	-5	-46	19
> CCCCC(=O)/C=C/n1c(=S)oc2ccccc21
→ -3	2	4.4	0	-1	-9	11	14
> O=C1c2ccccc2C(O)N1c1ccc(Cl)cc1 (stereo unspecified)
→ 1	-3	0.5	-3	/	1	3	2
> C/C=C/c1ccc(C2[C@H]3CNC[C@@H]2N3Cc2ccc3c(c2)OCO3)cc1 (stereo partly specified)
→ /	/	4.1&-1.0	/	-7&1	15&10	/	-4&-7
> O=C(O)CCC(=O)OCc1c(-c2ccccc2)ncc2ccccc12
→ 7	0	0.5	-1	5	0	-3	1
> C[C@@H]1CN([C@H](C)CO)C(=O)Cc2cc(NC(=O)C3CCCCC3)ccc2O[C@@H]1CN(C)Cc1ccncc1
→ -5[16.7 µM]	-1	0.9	9	-3	14	-9	/
> COc1ccc(CCNC(=O)c2cc3ccccc3oc2=O)cc1
→ -5	-6	1.8	5	13	-1	-6	-8
> CCOc1c(Br)cc(CNc2ccc(N3CCOCC3)cc2)cc1OC
→ 0	1	-0.6	-1	-1	1	/	3
> CCN(CC)c1ccc(NS(=O)(=O)c2ccc(-c3ccc(=O)[nH]n3)o2)c(C)c1
→ 3	-1	-3.2	-2	/	9	6	-11
> Cn1c(C(=O)Nc2ccc3c(c2)OCCO3)cc2sccc21
→ 5	-3	-0.7	6	-22	2	15	/
> Cc1ccc(-n2nnnc2SCC(=O)c2cc(C)n(-c3cc(C)on3)c2C)c(C)c1
→ 2	-3	2.4	-6	-10	-16	-14	/
> ClCc1nc2ccccc2n1Cc1ccccc1
→ 4	7	-0.5	-8	-10	0	-5	-8
> O=C(CCn1nnc2ccccc2c1=O)NCC1CCC(C(=O)O)CC1 (stereo unspecified)
→ -2	2	/	-8	9	/	6	-3
> Cc1ccc(S(=O)(=O)N(CCCO)Cc2cc3c(C)ccc(C)c3[nH]c2=O)cc1
→ 13	-1	-2.7	2	1	-2	22	/
> CCOC(=O)C(=COC(=O)c1ccccc1)NC(=O)Cc1ccccc1
→ 12	0	-4.2	-5	2	14	8	/
> COc1cccc(-n2c(C)c3c(OC)cccc(=O)c3c2C)c1
→ -5	1	-0.2	1	/	-8	5	0
> N#Cc1cccc(-c2ccc(C3[C@@H]4CN(C(=O)Nc5ccc6c(c5)OCO6)C[C@H]3N4)cc2)c1 (stereo partly specified)
→ /	/	-0.8&-1.3	/	-10&-1	-37&3	/	-5&8
> Cc1ccc2c(c1)N(C(=O)CCC(=O)NC1CCCCCC1)CCO2
→ 2	2	4.1	3	2	3	0	-1
> Cc1ccc2nc3c(cc(C(=O)NC4CCCCC4)c(=N)n3C3CCCCC3)c(=O)n2c1
→ /	4	6.2	-5	/	5	-8	6
> c1ccc(-c2nc(NC3CCCC3)c3ccccc3n2)cc1
→ 9	-4	2.3	0	-20	/	-13	4
> Cc1ccc(NC(=O)C2CCN(S(=O)(=O)c3cc([N+](=O)[O-])ccc3Cl)CC2)nc1
→ -18	-2	-2.3	3	-25	-70	1	-1
> CCOC(=O)c1c(NC(=O)CNCCO)sc(C)c1C
→ -5	-1	/	-1	-13	-17	-4	/
> Cc1ccc2c(c1)N(CC(=O)NCc1ccco1)C(=O)CO2
→ -2	-6	/	-4	11	/	-6	6
> O=C(C[C@H]1C[C@H]2c3cc(NC(=O)c4ccc5c(c4)OCO5)ccc3O[C@H]2[C@H](CO)O1)NCCN1CCCCC1
→ 4[16.7 µM]	4	-2.6	-3	-6	2	-2	0
> CC(C)CNC(=O)COC(=O)c1ccc(F)cc1Cl
→ /	/	-1.9	/	7	-1	/	0
> Cc1cc(C)c(NC2=NCC(=O)N2C2CCCCC2)c(C)c1
→ 2	-3	/	-5	1	/	4	14
> Cc1ccc(-n2ncc3c2CCCC3NC(=O)CCCN2CCCCC2=O)cc1C (stereo unspecified)
→ /	-10	-0.6	-3	/	1	/	3
> CN(C)/N=C1\C(=O)N(CN2CCN(c3ccccc3)CC2)c2ccccc21
→ -7	-2	-7.3	3	-3	8	2	4
> CCCC(=O)Nc1ccc(S(=O)(=O)N2CCOCC2)cc1
→ -3	-2	-4.8	-1	1	11	-5	/
> CC(C)Oc1ccc(F)cc1-c1cc(C(=O)NCc2ccc(C(F)(F)F)cc2)[nH]n1
→ -6	2	1.0	-5	-4	-25	0	-10
> O=C(Cc1ccccc1)N1C[C@@H]2[C@H](c3ccccc31)[C@H](CO)N2C(=O)C1CC1
→ -10[16.7 µM]	-3	1.7	-3	-8	3	1	1
> CN(C(=O)c1ccc(NC(=O)Cc2cccc(NC(=O)C3CCCN(C(=O)c4ccccc4)C3)c2)cc1)C1CC1 (stereo unspecified)
→ 1	-4	-1.7	0	-8	5	7	-1
> COc1ccc(NC(=O)N2CCCCN3[C@H](C2)[C@@H](c2ccc(C#Cc4ccccn4)cc2)[C@@H]3CO)cc1
→ -6[16.7 µM]	-3	-1.8	0	10	-11	-24	/
> O=C(Nc1nc(-c2ccccn2)cs1)c1cccc(-n2cnnn2)c1
→ 5	0	6.6	0	18	24	15	-1
> CCC1CCCCN1C(=O)CSc1nnc(-c2ccc(OC)cc2)o1 (stereo unspecified)
→ 2	-2	-1.3	3	-8	-7	-4	1
> Cc1ccc(OCC(=O)Nc2cc(S(=O)(=O)N3CCOCC3)ccc2Cl)c([N+](=O)[O-])n1
→ 1	0	-1.0	-5	6	7	-15	12
> Cc1ncc(N=Nc2ccccc2)c(-c2ccccc2)n1
→ -4	5	/	-5	-5	/	27	/
> Cc1noc(C)c1S(=O)(=O)Nc1ccc2c(c1)C(=O)N([C@@H](C)CO)C[C@@H](C)[C@H](CN(C)S(=O)(=O)c1cccs1)OCCCC[C@H](C)O2
→ 4[16.7 µM]	1	1.2	2	-3	-20	-23	-2
> C/C=C/c1ccc([C@H]2[C@@H](CN(C)S(C)(=O)=O)N(C(=O)CC)[C@H]2CO)cc1
→ -7[16.7 µM]	-17	0.6	-2	-12	5	-1	-8
> C[C@@H]1CN([C@@H](C)CO)C(=O)c2cc(-c3ccc(C#N)cc3)cnc2O[C@@H]1CN(C)C(=O)Nc1ccc(F)cc1
→ -1[16.7 µM]	92*	0.2	-1	7	0	0	8
> CCOC(=O)N1CCN(C(=O)COc2ccccc2OC)CC1
→ /	-2	/	-1	-10	62*	15	0
> O=C(CCNC(=O)c1ccc([N+](=O)[O-])cc1)NC1CCCc2ccccc21 (stereo unspecified)
→ 2	/	-2.0	3	2	6	3	1
> CC1CCCC(n2cnc3cc(C(=O)O)ccc32)C1C (stereo unspecified)
→ -7	5	-1.3	-2	-3	-6	-40	3
> CC(=O)Oc1ccc2ccccc2c1C(NC(=O)C(C)C)c1cccc([N+](=O)[O-])c1 (stereo unspecified)
→ 4	-6	0.6	4	-6	-33	-24	/
> COCC(=O)N1CC2(C1)[C@@H](c1ccccc1)[C@@H](CO)N2C(=O)NC1CCCC1
→ /	/	-3.1	/	7	1	/	-5
> C[C@@H]1CN([C@H](C)CO)C(=O)c2cc(NC(=O)CCC(F)(F)F)ccc2O[C@@H]1CN(C)S(=O)(=O)c1ccc(F)cc1
→ 34[16.7 µM]	-2	-5.5	-1	1	-5	-10	5
> CC(=O)N(C)C[C@@H]1Oc2cc(C#CC(C)(C)O)ccc2S(=O)(=O)N([C@H](C)CO)C[C@H]1C
→ -5[16.7 µM]	2	1.9	2	8	20	-5	-10
> C[C@@H]1CN([C@H](C)CO)C(=O)c2cc(NC(=O)Cc3cn(C)c4ccccc34)ccc2O[C@@H]1CN(C)CC1CC1
→ 10[16.7 µM]	-1	4.6	3	1	-2	29	3
> Cc1cc(C)cc(NC(=O)CCc2c(C)nn(-c3ccc(N4CCCCC4)nn3)c2C)c1
→ -4	-1	-1.3	1	-4	-24	1	7
> O=[N+]([O-])c1ccc(CN2CCN(c3ccc4ccccc4n3)CC2)cc1
→ /	/	-4.7	/	-6	-9	/	-6

Later entries
Values run as follows: miR122 inh	Cneo AK release	CFTR F508del cor	PglD DTNB	PGC1a acetyl inh	INS-1E GSIS act	C2C12 statin	FN deposition inh
> C[C@H]1CN([C@@H](C)CO)C(=O)c2cc(NC(=O)c3ccncc3)ccc2O[C@@H]1CN(C)Cc1ccc(Cl)c(Cl)c1
→ -6[16.7 µM]	-7	0.6	11	-4	7	-10	-4
> C[C@H]1CN([C@@H](C)CO)S(=O)(=O)c2ccc(C3=CCCC3)cc2O[C@H]1CN(C)S(C)(=O)=O
→ 1[16.7 µM]	/	-1.3	/	-5	-1	10	/
> CC(C)Oc1ccc(C(=O)NCc2cccs2)cc1
→ 5	-3	/	5	-5	/	-9	-5
> Cc1cc(SCC(=O)N/N=C/c2ccccc2C(=O)O)c(C)cc1Br
→ /	0	0.9	0	/	9	9	4
